GC-A act: GC-A (human) enzyme activation; HEK293 GC-A cells, cGMP TR-FRET, EC30 ANP; 0% at EC30 ANP, 100% saturating ANP; activation, % at 10 µM; 0.14% of 370,000 active; AID 1671463; in the data active = activation above about 40%
SMARCA2 activ: SMARCA2 function activation, primary screen; activation, % at 9.1 µM; MG213 cells, MMTV-luciferase reporter, dexamethasone, overnight; 1% of 370,000 active; in the data active = activation above about 7.8%;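 note: 0% = vehicle wells and 100% = reference activator wells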
DAX1 inh-1: inhibits human nuclear receptor DAX1. 0.99% of 340,000 active. inhibition, % at 6.75 µM. P51843. AID 504766. HEK293 Gal4-DAX1 luciferase reporter, luminescence;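 active = inhibition above the mean over all tested compounds plus 3 SD, cut at about 4.2% in these data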;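 note: 0% = DAX1-transfected cells with DMSO and 100% = empty-vector control cells with DMSO; inhibition shows as a rise in luminescence from relieved DAX1 repression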
Target sequence (P51843 207-470 limits assumed): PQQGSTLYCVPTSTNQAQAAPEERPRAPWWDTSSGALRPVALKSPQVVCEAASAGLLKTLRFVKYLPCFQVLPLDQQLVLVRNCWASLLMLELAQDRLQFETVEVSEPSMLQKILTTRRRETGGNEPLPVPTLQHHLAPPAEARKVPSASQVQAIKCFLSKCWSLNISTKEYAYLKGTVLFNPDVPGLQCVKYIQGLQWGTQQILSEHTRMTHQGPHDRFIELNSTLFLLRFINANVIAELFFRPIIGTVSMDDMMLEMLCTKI
HGIII-sPLA2 inh: Inhibits HGIII-sPLA2 liposome hydrolysis, primary screen | inhibition, % at 12.2 µM | Q9NZ20 | 0.56% of 370,000 active | QFRET BODIPY PC-A2 liposome hydrolysis, fluorescence;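 active = inhibition above mean plus 3 SD of compounds lying within the high and low control bounds, cut at about 19% in these data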;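 note: 0% = median of test compound wells and 100% = no enzyme DMSO wells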
proKLK7 act: activates the human kallikrein-7 zymogen; purified proKLK7, EDANS-DABCYL substrate fluorescence; 100% is mature enzyme control, 0% vehicle; 0.9% of 370,000 active; activation, % at 7 µM;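 active = activation above the mean of all tested compounds plus 3 SD, computed per campaign excluding outliers beyond control limits, cut at about 13% in these data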
Target sequence (P49862 whole entry, looked up): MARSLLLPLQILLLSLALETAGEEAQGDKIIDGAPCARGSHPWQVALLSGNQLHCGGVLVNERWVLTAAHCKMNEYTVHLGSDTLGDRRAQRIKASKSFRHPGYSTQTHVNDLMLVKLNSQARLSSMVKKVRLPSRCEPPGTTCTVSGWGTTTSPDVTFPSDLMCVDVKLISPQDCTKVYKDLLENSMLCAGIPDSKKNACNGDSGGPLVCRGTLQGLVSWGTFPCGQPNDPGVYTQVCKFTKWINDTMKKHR
ssDAF-12 act: activates DAF-12 receptor from parasite S. stercoralis. HEK293 ssDAF-12/GRIP1 lit1-tk-luc reporter, luminescence; % of 3 µM dafachronic acid response. activation, % at 6.8 µM. 1% of 370,000 active. AID 652126;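 active = activation above the mean over all tested compounds plus 3 SD, cut at about 0.9% in these data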;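 note: 0% = DMSO-only wells and 100% = 3 µM delta7-dafachronic acid wells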
GC-B act: GC-B (human) receptor activation. P20594. HEK293-GC-B cells, CNP EC30, cGMP TR-FRET; 0% at EC30 CNP, 100% saturating CNP. activation, % at 10 µM. 0.11% of 370,000 active. AID 1920062;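 active = activation at 10 µM reaching about 35% in either raw or pattern-adjusted values, limit read from the data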
hcDAF-12 act: activates DAF-12 receptor from parasite H. contortus. 1.4% of 370,000 active. activation, % at 6.8 µM. HEK293 hcDAF-12 lit1-tk-luc reporter, luminescence; 0% DMSO, 100% Δ7-dafachronic acid. AID 652067;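 active = activation above the mean of all tested compounds plus 3 SD, cut at about 5.5% in these data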;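 note: 100% = response to 3 µM Δ7-dafachronic acid high control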
DAX1 inh-2: inhibitors of DAX1 repression of SF-1 activated StAR promoter; inhibition, % at 6.8 µM; AID 652010; 1.1% of 370,000 active; HEK293T StAR-luciferase reporter, SF-1/DAX-1 repression relief;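 active = inhibition above the mean over all tested compounds plus 3 SD, cut at about 3.6% in these data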;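 note: 0% = DAX-1 cells with DMSO and 100% = cells lacking DAX-1 with DMSO; higher inhibition means more luminescence from relief of DAX-1 repression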
FXN GAA850 act: activators of GAA850 frataxin (FXN) promoter; 0.56% of 360,000 active; activation, % at 6 µM; HEK293 lucGAA850 FXN promoter luciferase reporter, 24 h; percent of 10 µM SAHA response;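 active = activation above the average of all compounds screened plus 3 SD, cutoff fixed separately per campaign, cut at about 7.5% in these data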;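 note: 0% = DMSO wells and 100% = 10 µM SAHA wells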
hgDAF12 agonist: activates the H. glycines DAF-12 receptor ligand-binding domain; HEK293 GAL4-hgDAF12 UAS-luciferase reporter, agonist luminescence; normalized to butyrate control; activation, % at 6.8 µM; 1.8% of 370,000 active; AID 687014;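 active = activation above a cutoff set at the mean of all screened compounds plus 3 SD, cut at about 10% in these data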;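 note: 0% = DMSO wells and 100% = sodium butyrate wells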
* = called active by the depositor; . = no result given.

Keys: A = GC-A act; B = SMARCA2 activ; C = DAX1 inh-1; D = HGIII-sPLA2 inh; E = proKLK7 act; F = ssDAF-12 act; G = GC-B act; H = hcDAF-12 act; I = DAX1 inh-2; J = FXN GAA850 act; K = hgDAF12 agonist
CC1(C(=O)NCc2ccccc2)CN(S(C)(=O)=O)CC(=O)N1Cc1ccc2c(c1)OCO2 (stereo not given)
  A: 2.7; B: -2.5; C: .; D: 0.0; E: -0.3; F: -1.0; G: 6.5; H: -0.5; I: -0.8; J: .; K: -1.2
NS(=O)(=O)c1cccc(NC(=O)c2ccccc2NS(=O)(=O)c2ccc(F)cc2)c1
  A: 1.9; B: -0.9; C: 1.1; D: -29.0; E: -0.1; F: -1.0; G: -0.3; H: -0.2; I: 0.1; J: -0.9; K: -2.2
COc1cccc(N(CC(=O)NC2CCCC2)C(=O)CCC(=O)Nc2cc(C)on2)c1
  A: 0.5; B: -0.9; C: 2.1; D: -0.6; E: 0.5; F: -1.3; G: -1.6; H: -0.5; I: -0.3; J: 1.6; K: -1.4
O=C(c1cc(-c2ccc(Cl)c(Cl)c2)on1)N1CCCCC1
  A: 0.8; B: 5.2; C: 1.2; D: 0.8; E: -0.3; F: -0.3; G: -0.5; H: 2.4; I: 1.1; J: 4.6; K: 7.4
Cc1ccc(NC(=O)C[n+]2ccccc2)cc1C
  A: 3.7; B: 0.2; C: -0.1; D: 2.9; E: -0.3; F: -0.9; G: -2.3; H: 2.6; I: -0.4; J: 0.1; K: 0.8
O=C(Nc1cccc(Cl)c1)Nc1c[nH]c(=O)[nH]c1=O
  A: 3.5; B: 5.3; C: 1.1; D: 4.9; E: 0.7; F: 0.6; G: 2.4; H: 0.2; I: 0.2; J: 2.2; K: -1.3
COCC(C)NC(=O)COCc1cc(-c2ccc3c(c2)OCO3)on1 (stereo not given)
  A: 3.8; B: 3.0; C: 0.9; D: -1.0; E: -0.5; F: -1.4; G: -0.2; H: 0.2; I: -0.2; J: -1.1; K: 0.4
CC(C)Oc1nc(-c2ccc(Cl)cc2)nc2ccccc12
  A: -2.6; B: -0.3; C: 0.6; D: 0.0; E: 0.2; F: -0.8; G: -6.3; H: 0.1; I: 0.1; J: 0.0; K: 0.0
CCOC(=O)c1cc(/C(C)=N/OC(=O)c2ccc(C(C)(C)C)cc2)on1
  A: 1.3; B: -6.7; C: 1.0; D: 3.5; E: -0.3; F: -0.2; G: -0.5; H: 1.6; I: 0.3; J: 1.2; K: 0.6
COc1ccccc1CNc1cc(CSc2ccc(Cl)cc2)nc(C)n1
  A: -1.2; B: -1.1; C: -1.2; D: -28.2; E: -0.7; F: -1.3; G: -6.6; H: 1.8; I: -0.5; J: 1.4; K: -3.1

A different layout for part of the listing above.
Molecule,GC-A act,SMARCA2 activ,DAX1 inh-1,HGIII-sPLA2 inh,proKLK7 act,ssDAF-12 act,GC-B act,hcDAF-12 act,DAX1 inh-2,FXN GAA850 act,hgDAF12 agonist
COc1cccc(N(CC(=O)NC2CCCC2)C(=O)CCC(=O)Nc2cc(C)on2)c1,0.5,-0.9,2.1,-0.6,0.5,-1.3,-1.6,-0.5,-0.3,1.6,-1.4
O=C(c1cc(-c2ccc(Cl)c(Cl)c2)on1)N1CCCCC1,0.8,5.2,1.2,0.8,-0.3,-0.3,-0.5,2.4,1.1,4.6,7.4
Cc1ccc(NC(=O)C[n+]2ccccc2)cc1C,3.7,0.2,-0.1,2.9,-0.3,-0.9,-2.3,2.6,-0.4,0.1,0.8
O=C(Nc1cccc(Cl)c1)Nc1c[nH]c(=O)[nH]c1=O,3.5,5.3,1.1,4.9,0.7,0.6,2.4,0.2,0.2,2.2,-1.3
COCC(C)NC(=O)COCc1cc(-c2ccc3c(c2)OCO3)on1 (stereo not given),3.8,3.0,0.9,-1.0,-0.5,-1.4,-0.2,0.2,-0.2,-1.1,0.4
CC(C)Oc1nc(-c2ccc(Cl)cc2)nc2ccccc12,-2.6,-0.3,0.6,0.0,0.2,-0.8,-6.3,0.1,0.1,0.0,0.0
CCOC(=O)c1cc(/C(C)=N/OC(=O)c2ccc(C(C)(C)C)cc2)on1,1.3,-6.7,1.0,3.5,-0.3,-0.2,-0.5,1.6,0.3,1.2,0.6
COc1ccccc1CNc1cc(CSc2ccc(Cl)cc2)nc(C)n1,-1.2,-1.1,-1.2,-28.2,-0.7,-1.3,-6.6,1.8,-0.5,1.4,-3.1

Other results:
Keys: A = GC-A act; B = SMARCA2 activ; C = DAX1 inh-1; D = HGIII-sPLA2 inh; E = proKLK7 act; F = ssDAF-12 act; G = GC-B act; H = hcDAF-12 act; I = DAX1 inh-2; J = FXN GAA850 act; K = hgDAF12 agonist
CCCCn1c(N)c(N(CCC(C)C)C(=O)c2ccc(N3CCCC3=O)cc2)c(=O)[nH]c1=O
  A: 0.4; B: 0.9; C: 0.3; D: 0.0; E: -0.3; F: -0.9; G: -1.1; H: -1.6; I: 0.6; J: 1.1; K: 5.8
Cc1ccc(CS(=O)(=O)Cc2ccc(C(=O)NCc3ccccn3)o2)cc1
  A: -0.8; B: -0.7; C: -0.2; D: 2.0; E: -1.1; F: -1.2; G: 6.3; H: -1.3; I: 0.0; J: 1.0; K: -0.8
CCOC(=O)c1c(C)[nH]c(C(=O)OC(C)C(=O)Nc2ccc(C)cc2)c1C (stereo not given)
  A: 0.3; B: -2.1; C: -0.1; D: -3.6; E: -0.9; F: -0.5; G: -1.2; H: 1.2; I: 0.6; J: 0.3; K: 1.5
Cc1ccc2nc(N(CCCN(C)C)C(=O)c3ccco3)sc2c1
  A: -2.5; B: -0.9; C: -0.1; D: -4.2; E: 0.1; F: -1.8; G: -4.1; H: 1.8; I: 1.2; J: 1.4; K: 3.3
Cn1c(=O)n(CC(=O)N2CCN(c3nnc(-c4ccccc4)c4ccccc34)CC2)c2ccccc21
  A: -0.4; B: -2.7; C: 0.4; D: 0.0; E: 0.9; F: -1.7; G: 3.9; H: -0.9; I: 0.0; J: -1.3; K: -2.4
CCn1c(=O)c(C(=O)NCc2ccc3c(c2)OCO3)c(O)c2ccccc21
  A: 1.4; B: 3.4; C: 2.8; D: 3.6; E: -0.1; F: 0.1; G: -2.1; H: -1.2; I: 0.3; J: -0.8; K: -1.2
COc1cc(/C=N/NC(=O)Cc2cccs2)c([N+](=O)[O-])cc1OC
  A: -2.6; B: -2.8; C: -1.2; D: 9.6; E: -1.1; F: -1.7; G: -4.3; H: 0.3; I: -0.2; J: 1.3; K: 0.6
NC(=O)C1CCN(C2CC(=O)N(Cc3cccs3)C2=O)CC1 (stereo not given)
  A: -1.7; B: -2.2; C: 1.7; D: 5.1; E: 0.5; F: 1.2*; G: 3.9; H: 0.0; I: -0.1; J: -0.8; K: -1.0
CCOCCCn1c(=S)[nH]c2cc(C(=O)NCCCN(CC)CC)ccc2c1=O
  A: 3.7; B: -4.1; C: -0.8; D: 14.5; E: -0.2; F: -1.9; G: -2.5; H: -0.5; I: 0.8; J: 1.6; K: -0.5
O=C(O)c1ccc(S(=O)(=O)c2ccc3c(c2)C(=O)N(NC(=O)c2ccccc2)C3=O)cc1
  A: 2.5; B: 1.3; C: 1.0; D: 4.8; E: -0.2; F: -0.6; G: -10.0; H: 0.7; I: 1.5; J: 6.3; K: 12.0*
Cc1ccc(S(=O)(=O)N2[C@H](c3ccccc3)CC(=O)[C@@H]3CN(S(=O)(=O)c4ccccc4)[C@H](c4ccccc4)C[C@@H]32)cc1
  A: 3.0; B: -0.9; C: .; D: -17.1; E: -0.1; F: -1.5; G: 7.0; H: -0.9; I: 0.8; J: .; K: -0.5
Nc1c(C(=O)Nc2ccccc2)c2nc3ccccc3nc2n1CCCN1CCOCC1
  A: -2.3; B: 7.4; C: -0.1; D: -13.1; E: -8.3; F: -1.8; G: -17.3; H: -0.9; I: -0.5; J: 2.2; K: -0.9
CC1CCCCN1S(=O)(=O)c1ccc(S(=O)(=O)N(CC(=O)Nc2ccccc2)Cc2cccs2)cc1 (stereo not given)
  A: -0.6; B: 2.6; C: -0.3; D: -1.6; E: 0.0; F: -0.9; G: 5.9; H: 1.1; I: -0.7; J: -1.9; K: -0.8

High-throughput results from PubChem.
